Screening data: PubChem BioAssay, several laboratories
AID2073: inhibitors of Mint1-CaV2.2 protein interaction, biochemical, HTRF (AID 2073). HTRF protein-protein interaction, Mint1-CaV2.2; higher % means a stronger effect. inhibition, % at 20 µM; hits with a dose series show IC50 in µM. 290,000 compounds, 0.19% hits; in the data active = inhibition mostly above about 51%, no sharp cut-off; inconclusive = no clear call, values can overlap the other calls; inactive = mostly below about 53%; note: some results filed as inactive read as strong as hits
RSV antiviral HEp-2: RSV antiviral activity via CPE protection, HEp-2 cells, primary 10 µM value included (AID 2391) | CPE inhibition, % at 10 µM; hits with a dose series show IC50 in µM | 310,000 compounds, 0.13% hits | HEp-2 cells, RSV-induced CPE inhibition; higher % means a stronger effect; in the data active = a potency from the dose series; inconclusive = CPE inhibition mostly from about 23% at the one dose, without a potency; inactive = the rest, 99 in 100 with CPE inhibition below about 21%; note: strong numbers were not always called active
Autophagy mod: autophagy modulation, high-content screen; MEF GFP-LC3 puncta imaging; test concentration mostly 10 µM; 190,000 compounds, 0.98% hits; calls only at 10 µM (by protocol);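 active = percentage of spot-positive cells more than 3 SD above its plate mean, without a fluorescence outlier flag or 80% toxicity; inconclusive = no clear call, values can overlap the other calls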;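 note: spot-positive cell cutoff set from DMSO-treated cells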
LYP inhibition: PTPN22 lymphoid phosphatase activity blockers – biochemical, fluorescence intensity, uHTS (AID 1779). recombinant LYP phosphatase, fluorescence intensity; higher % means a stronger effect. inhibition, % at 11.5 µM, or IC50 in µM where a hit was titrated. 290,000 compounds, 0.054% hits; in the data active = inhibition above about 50%;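 note: plate controls were vehicle with enzyme for no effect and no enzyme for full effect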
GPR35 arrestin U2OS: GPR35 antagonists blocking zaprinast-driven arrestin recruitment, primary screen, imaging, U2OS, beta-arrestin-GFP, zaprinast agonist (AID 2058); U2OS GPR35 beta-arrestin-GFP translocation imaging, zaprinast antagonism; higher % means a stronger effect; inhibition, % at 10 µM, or IC50 in µM where a hit was titrated; 290,000 compounds, 0.052% hits;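 active = inhibition of at least 50% with at least 30 cells and total cytoplasm GFP at most 10,000,000; inconclusive = under 30 cells or total GFP of 10,000,000 plus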
K1F lysis inhibition: protection from phage-mediated lysis, alamar blue read-out – E. coli UTI89, K1F phage, bacterial capsule biogenesis inhibitors (AID 488966) | E. coli UTI89 K1F phage lysis, alamar blue, 2 h; higher % means a stronger effect | inhibition, % at 100 µM, or IC50 in µM where a hit was titrated | 340,000 compounds, 0.02% hits;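 active = phage lysis inhibition, versus mean bacterial control, above a set limit; inconclusive = no clear call, values can overlap the other calls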;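 note: capsule biogenesis inhibitors block K1F phage lysis so surviving cells raise fluorescence; higher fluorescence means more inhibition of phage lysis; actives were called in the ten point dose series up to 300 µM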
WT yeast gro inh: growth inhibition of WT yeast, mitochondrial fusion screen; mitochondrial fusion phenotypic screen, WT strain; inhibition, % at 10 µM; 190,000 compounds, 2.1% hits; AID 1362; in the data active = inhibition above about 58%; tested in S. cerevisiae
NTR1 ag: agonists of NTR1, primary screen, imaging, U2OS cells, beta-arrestin-GFP, high content (AID 493036). NTR1-U2OS beta-arrestin-GFP spot imaging, agonist mode. activation, % at 20 µM. 330,000 compounds, 0.17% hits;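 active = activation at or above 40% of the spot to cytoplasm intensity ratio, with at least 20 cells analyzed; inconclusive = wells under 20 cells, flagged as cytotoxic or low count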;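 note: 0% = DMSO without peptide and 100% = 100 nM NTR1 peptide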
Target sequence (P30989 whole entry, looked up): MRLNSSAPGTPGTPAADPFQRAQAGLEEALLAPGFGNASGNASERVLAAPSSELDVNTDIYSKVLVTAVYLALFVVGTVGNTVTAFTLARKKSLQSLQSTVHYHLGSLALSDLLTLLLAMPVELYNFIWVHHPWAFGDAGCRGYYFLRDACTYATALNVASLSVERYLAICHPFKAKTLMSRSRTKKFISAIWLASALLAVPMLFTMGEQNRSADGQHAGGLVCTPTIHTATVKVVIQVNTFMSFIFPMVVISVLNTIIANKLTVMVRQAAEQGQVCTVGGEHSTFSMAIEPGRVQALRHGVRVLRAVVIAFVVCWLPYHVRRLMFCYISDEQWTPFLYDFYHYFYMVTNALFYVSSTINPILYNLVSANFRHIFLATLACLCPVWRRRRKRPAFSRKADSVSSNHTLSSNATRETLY
Dengue-2 NS5 capping: Dengue-2 NS5 methyltransferase inhibitors, primary screen, biochemical, confirmation dose response (AID 588689); Dengue-2 NS5 methyltransferase capping enzyme assay, biochemical; higher % means a stronger effect; inhibition, % at 25 µM, or IC50 in µM where a hit was titrated; 340,000 compounds, 0.3% hits; in the data active = a potency from the dose series; inconclusive = inhibition above about 29% without an active follow-up result
WT yeast gro inh mutant strain: second read-out of WT yeast gro inh, no call of its own (marks repeat the call); inhibition, %; mitochondrial fusion phenotypic screen, mutant strain inhibition
Autophagy mod cell loss 18 h: recorded beside Autophagy mod, whose call it bears; toxicity, %; measured here: cell loss, nuclei count;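 cell loss after 18 h compound exposure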
NTR1 ag cell count 20 µM: also measured in NTR1 ag; calls as there; cell count; measured here: cell count, cytotoxicity flag
Dengue-2 NS5 capping pilot replicate: also measured in Dengue-2 NS5 capping; calls as there; inhibition, %; measured here: pilot screen replicate inhibition
Starred values were filed as active, the others as inactive; i = inactive; ? = inconclusive; . = not tested or not shown; & = joins results of further samples; [ ] = remark or other dose.

SMILES	AID2073	RSV antiviral HEp-2	Autophagy mod	Autophagy mod cell loss 18 h	LYP inhibition	GPR35 arrestin U2OS	K1F lysis inhibition	WT yeast gro inh	WT yeast gro inh mutant strain	NTR1 ag	NTR1 ag cell count 20 µM	Dengue-2 NS5 capping	others
CC(OC(=O)c1cccc(-n2cnnn2)c1)C(=O)Nc1ccc(N(C)C)cc1 (stereo not given)	.	2.2%	.	.	.	.	1.2%[50 µM]	.	.	-1.3	76	-1%
CC(=O)c1c(C)[nH]c(C(=O)CSc2nnc(-c3ccco3)o2)c1C	53%	0.8%	i	1	1%	16%	1.4%	6	3	1.5	34	-6%
COc1ccc(NC(=O)CN(C)C(=O)C2CC(=O)N(c3ccc4c(c3)OCCO4)C2)cc1 (stereo not given)	.	-1.4%	.	.	.	.	0.3%[50 µM]	.	.	2.4	61	0%
Cc1cc(C)c(C(=O)C2OC(=O)C(C)(C)C(=O)C2(C)C)c(C)c1 (stereo not given)	28%	1.0%	i	1	-9%	6%	0.2%	-3	-29	0.3	63	-3%
O=C(Oc1cccc(-c2cnc3ccccc3n2)c1)c1ccco1	-2%	10%	i	4	-6%	9%	0.3%	-22	-8	-1.0	51	-5%
Cc1ccc2nc(-c3cccs3)oc(=O)c2c1	5%	1.2%	i	-7	-2%	2%	0.2%	10	0	-0.5	62	-2%
COC(=O)CC1=NN(c2ccccc2)C(=O)C1	12%	0.6%	i	5	-5%	10%	0.7%	10	0	-0.9	59	3%
Cc1ccc(S(=O)(=O)/C(C#N)=C/c2c(N3CCC(C(N)=O)CC3)nc3c(C)cccn3c2=O)cc1	3%	1.6%	i	-10	5%	3%	-0.7%	-2	0	10	77	-7%	Dengue-2 NS5 capping pilot replicate=-4.3
CC(=O)N(c1cccc(Br)c1)C1C=CS(=O)(=O)C1 (stereo not given)	2%	0.2%	i	0	-3%	16%	0.2%	8	4	-0.5	62	-1%
CC(C)(O)C(=O)N=Nc1c(O)[nH]c2ccccc12	-1%	0.2%	i	6	-2%	-4%	-1.1%	0	15	0.0	35	-5%
CCOC(=O)N1CCN(C(=O)c2oc3ccc(S(=O)(=O)N4CC(C)CC(C)C4)cc3c2C)CC1 (stereo not given)	-1%	18%	i	5	0%	-8%	-0.3%	3	-9	1.7	84	-1%
CCc1ccccc1NC(=O)Cn1nnc(C(=O)NCc2cccc(OC)c2)c1N	8%	1.5%	.	.	-8%	-7%	0.3%	.	.	-0.2	63	-3%
CC(C)CN=CC1=C(O)c2ccccc2C1=O	18%	0.9%	.	.	0%	-8%	0.8%	.	.	-1.0	48	-4%
COc1ccc(Br)c(OC)c1C(=O)NC(=O)Nc1nc(C)cc(C)n1	4%	2.0%	.	.	-5%	-3%	-1.1%	.	.	1.5	48	0%
O=C(CSCc1ccccc1Cl)N1CCN(c2ccccn2)CC1	-14%	3.8%	i	9	-1%	-6%	0.1%	-4	-23	0.4	38	-2%
Cc1ccc(C(=O)N/C(=C/c2ccccc2)C(=O)NCC2CCCO2)cc1 (stereo not given)	0%	0.2%	i	-34	-5%	11%	-0.5%	-5	1	-1.0	39	2%
COc1ccc(OC)c(CN2CCN(C(=O)CCC(=O)c3cccs3)CC2)c1	.	-2.1%	.	.	.	.	1.1%[50 µM]	.	.	2.2	52	-2%
COc1cc(C(=O)N2CCCCC2)ccc1OCC(=O)Nc1ccc(F)cc1	.	2.0%	.	.	.	.	0.7%[50 µM]	.	.	-1.0	62	-9%
COc1cccc(C2CC(c3ccccc3Cl)n3nc(N)nc3N2)c1 (stereo not given)	2%	0.9%	i	-40	-10%	-6%	-0.2%	-4	-2	-5.4	60	-3%
c1nc(NCCN2CCOCC2)c2sc3nc(N4CCOCC4)c4c(c3c2n1)CCC4	10%	0.7%	i	-18	-4%	-5%	-1.9%[50 µM]	1	5	.	.	-3%
O=C(COc1ccc(S(=O)(=O)N2CCCC2)cc1Cl)N1CCN(c2ccccc2)CC1	?	2.2%	i	-9	-6%	0%	0.2%	19	7	0.5	58	-1%
CN(C)/C=C/C(=O)c1ccc(Cl)cc1	-1%	-0.1%	i	-5	0%	2%	0.0%	-7	-11	1.6	88	-2%
OC1(c2ccc(Br)cc2)CN(c2ccccc2)C2=[N+]1CCS2 (stereo not given)	16%	2.0%	i	-6	-2%	-4%	0.4%	1	9	3.1	68	5%
CC12CN(Cc3ccccc3)CC(C)(CN(Cc3ccccc3)C1)C2=O	-8%	-0.6%	i	16	-2%	-3%	-0.2%	0	-2	3.6	36	-9%
COc1cccc(Nc2nnc(SCN3C(=O)c4ccccc4C3=O)s2)c1	19%	18%	i	-3	-4%	4%	0.3%[50 µM]	-22	-8	5.9	54	3%
COc1cccc(CN2C(=O)CCC2(C)C(=O)NCCc2ccc(OC)c(OC)c2)c1 (stereo not given)	-2%	1.2%	.	.	-7%	-3%	0.4%	.	.	-2.2	91	-2%
Cc1cc(C)c2c(CN3CCOCC3)cc(=O)oc2c1C	19%	2.7%	.	.	2%	-4%	1.8%	.	.	0.2	52	-2%
Cc1ccc(-n2ncc3c(=O)n(CC(N)=O)cnc32)cc1	38%	0.3%	.	.	-8%	-2%	0.0%	.	.	2.2	61	-3%	Dengue-2 NS5 capping pilot replicate=-4.9
CCSc1nc(-c2ccccc2)c(C#N)c(=O)[nH]1	1%	2.6%	i	-2	-6%	13%	0.3%	-8	-19	0.0	51	-6%
O=C(NCc1ccccn1)c1cc(-c2ccccc2Cl)nc2ccccc12	3%	3.8%	i	-6	-4%	2%	1.0%[50 µM]	-19	-15	1.1	43	-5%
Cn1c(C(=O)NCCN2CCc3ccccc3C2)cc2c(=O)[nH]c3ccccc3c21	-7%	0.7%	i	1	2%	-2%	-3.7%	3	-18	-0.7	90	-2%
Cc1cc(=O)oc2cc(OCC(=O)Nc3nnc(C(C)C)s3)ccc12	4%	2.8%	i	-7	-10%	-1%	1.6%	-7	-6	1.2	95	10%
COC(=O)c1c(-c2ccc(F)cc2)noc1N	21%	0.0%	i	-8	-4%	-4%	-0.1%	4	18	-0.2	72	2%
COc1ccc(NC(=O)N2CCCCCC2)cc1OC	-2%	1.4%	.	.	-9%	-12%	-1.0%[50 µM]	.	.	-0.4	57	-1%
Clc1ccc(-c2nnc(-c3ccccc3)nc2-c2c[nH]c3ccccc23)cc1	22%	-1.5%	i	15	-3%	0%	0.6%	1	-1	1.0	48	-1%
COc1ccc(NC(=O)Nc2cccc(F)c2)c(OC)c1	-3%	4.2%	i	10	-3%	-2%	-0.1%	2	0	0.5	90	5%
Cc1ccc2c(c1)OC(c1ccc3c(c1)OCCO3)CC2=O (stereo not given)	9%	-0.2%	.	.	-7%	-6%	1.1%	.	.	0.8	88	1%
CSc1ccc(S(=O)(=O)Nc2cccc(F)c2)cc1	1%	7.0%	i	-8	-4%	8%	-1.0%[50 µM]	29	6	-0.2	62	.
O=C(c1ccccc1)c1ccc2nc(-c3ccc(NC(=O)c4ccccc4F)cc3)[nH]c2c1	40%	5.9%	i	33	9%	-5%	0.4%	38	13	4.4	40	4%
CC(Oc1ccc(Cl)cc1Cl)c1nc(-c2ccc(NC(=O)c3ccco3)cc2)no1 (stereo not given)	7%	28%	i	3	-5%	14%	-0.6%	85*	67*	8.9	70	23%	Dengue-2 NS5 capping pilot replicate=3.0
O=C(c1cnc(N2CCN(c3ncccn3)CC2)c2ccccc12)N1CCN(c2ncccn2)CC1	4%	4.8%	i	-3	-3%	0%	-0.3%	4	10	2.3	54	-8%
c1ccc2sc(NC3=NCN(CC4CCCO4)CN3)nc2c1 (stereo not given)	-4%	-0.4%	i	8	7%	-3%	0.3%	-9	-36	-0.3	56	-8%
Cc1ccc2c(c1)cc(CN(Cc1ccco1)S(=O)(=O)c1ccccc1)c1nnnn12	12%	0.6%	i	-7	4%	10%	0.4%	18	17	-0.1	70	-1%
Cc1ccc2cc(CCNC(=O)C(=O)c3c[nH]c4ccccc34)c(=O)[nH]c2c1	2%	1.2%	i	14	-1%	-3%	0.1%	-6	5	-1.3	90	-8%
COC(=O)CCCC(=O)N1CCCC(CCC(=O)NCc2ccc(F)c(F)c2)C1 (stereo not given)	5%	1.0%	i	0	-4%	16%	-1.1%	-9	0	-1.2	35	-4%
COc1ccc(C2c3[nH]c4ccccc4c3CCN2CCCn2cccn2)c(F)c1 (stereo not given)	12%	0.4%	.	.	-9%	-2%	0.2%	.	.	2.2	57	-5%
CCN(CC)CCNC(=O)c1ccc(Cl)c(S(=O)(=O)Nc2ccc(Cl)cc2)c1	-4%	-1.3%	i	2	-3%	6%	1.7%&4.4%	-1	14	-4.0	88	2%&-4%
NNC(=O)CNC(c1ccccc1)c1cc(Br)ccc1N (stereo not given)	-5%	1.6%	.	.	-8%	-4%	-0.6%	.	.	0.3	55	-2%

Among those listed so far, these have fluorine:
SMILES	AID2073	RSV antiviral HEp-2	Autophagy mod	Autophagy mod cell loss 18 h	LYP inhibition	GPR35 arrestin U2OS	K1F lysis inhibition	WT yeast gro inh	WT yeast gro inh mutant strain	NTR1 ag	NTR1 ag cell count 20 µM	Dengue-2 NS5 capping	others
COc1cc(C(=O)N2CCCCC2)ccc1OCC(=O)Nc1ccc(F)cc1	.	2.0%	.	.	.	.	0.7%[50 µM]	.	.	-1.0	62	-9%
COC(=O)c1c(-c2ccc(F)cc2)noc1N	21%	0.0%	i	-8	-4%	-4%	-0.1%	4	18	-0.2	72	2%
COc1ccc(NC(=O)Nc2cccc(F)c2)c(OC)c1	-3%	4.2%	i	10	-3%	-2%	-0.1%	2	0	0.5	90	5%
CSc1ccc(S(=O)(=O)Nc2cccc(F)c2)cc1	1%	7.0%	i	-8	-4%	8%	-1.0%[50 µM]	29	6	-0.2	62	.
O=C(c1ccccc1)c1ccc2nc(-c3ccc(NC(=O)c4ccccc4F)cc3)[nH]c2c1	40%	5.9%	i	33	9%	-5%	0.4%	38	13	4.4	40	4%
COC(=O)CCCC(=O)N1CCCC(CCC(=O)NCc2ccc(F)c(F)c2)C1 (stereo not given)	5%	1.0%	i	0	-4%	16%	-1.1%	-9	0	-1.2	35	-4%
COc1ccc(C2c3[nH]c4ccccc4c3CCN2CCCn2cccn2)c(F)c1 (stereo not given)	12%	0.4%	.	.	-9%	-2%	0.2%	.	.	2.2	57	-5%
